STK33 kinase inh: human STK33 kinase inhibition; hit rate 0.073% among 320,000; Q9BYT3; AID 2661; inhibition, % at 10 µM; purified STK33, MBP phosphorylation, ADP-Glo luminescence;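 active = inhibition at or above 25%, using the most active replicate where run in duplicate; inactive = inhibition below 25%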
Target sequence (Q9BYT3 whole entry, looked up): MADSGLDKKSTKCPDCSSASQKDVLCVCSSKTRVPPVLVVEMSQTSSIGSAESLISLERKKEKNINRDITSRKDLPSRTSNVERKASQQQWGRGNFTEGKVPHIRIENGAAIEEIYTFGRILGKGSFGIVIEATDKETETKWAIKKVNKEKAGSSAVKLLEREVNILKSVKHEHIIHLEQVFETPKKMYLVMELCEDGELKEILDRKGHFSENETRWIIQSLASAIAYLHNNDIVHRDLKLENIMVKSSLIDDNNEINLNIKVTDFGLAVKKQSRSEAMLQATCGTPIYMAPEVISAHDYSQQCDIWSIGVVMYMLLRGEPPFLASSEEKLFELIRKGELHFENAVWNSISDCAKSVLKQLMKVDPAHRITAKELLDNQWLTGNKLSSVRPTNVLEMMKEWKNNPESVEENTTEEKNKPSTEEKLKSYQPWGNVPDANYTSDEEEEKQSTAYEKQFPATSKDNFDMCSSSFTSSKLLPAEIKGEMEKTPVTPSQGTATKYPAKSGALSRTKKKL
Starred values were filed as active, the others as inactive. Not all compounds are listed, so the mix of outcomes need not match the whole.

SMILES	STK33 kinase inh
Cc1ccc(S(=O)(=O)N2CCOCC2)cc1NC(=O)COC(=O)/C=C/c1ccco1	-0.2
CCOc1ccc(NC(=O)CN(C)C(=O)CC2CCCC2)cc1OCC	-1.5
Cc1ccc(C(=O)NCC(=O)OCCCOC(=O)CNC(=O)c2ccc(C)c(C)c2)cc1C	-0.2
O=C(Nc1ccc2c(c1)OCO2)C1CC1(Cl)Cl (stereo not drawn)	-2.0
N#Cc1ccccc1Sc1ccccc1C(=O)NCC(c1ccco1)N1CCCCC1 (stereo not drawn)	-0.6
COc1ccc(NC(=O)CN(C)C(=O)c2cccc(S(=O)(=O)Nc3ccc(F)cc3)c2)cc1	-0.9
COc1ccc(CCN2CC(C(=O)OC(C)C(=O)Nc3cccc(Cl)c3)CC2=O)cc1OC (stereo not drawn)	-1.1
O=C(Cc1ccc(Cl)cc1)OCC(=O)N1CCCCCC1	1.7
COc1ccc(C(=O)OCC(=O)Nc2sccc2C(N)=O)cc1[N+](=O)[O-]	-1.3
O=C(COC(=O)c1ccc(Br)o1)Nc1cccc(S(=O)(=O)N2CCCCC2)c1	-0.2
COc1ccc(Cl)cc1NC(=O)CN(C)C(=O)CCNC(=O)c1ccccc1OC	0.9
Cc1cc(C2=CC(=O)C[C@H](c3ccc4c(c3)OCO4)C2)ccc1F	-1.4
Cc1cc(OCC(=O)OC(C)C(=O)Nc2ccc(N3CCOCC3)cc2)ccc1Cl (stereo not drawn)	-1.1
COc1ccc(NC(=O)CCCc2nc3ccccc3c(=O)[nH]2)cc1Cl	-1.1
COC(=O)c1ccc(NC(=O)CCN2C(=O)NC(C)(C)C2=O)cc1	9.9
Cc1c(Cl)cccc1NC(=O)CNC(=O)C1CC(=O)N(C2CCCC2)C1 (stereo not drawn)	-1.0
O=C(N=Nc1c(O)[nH]c2ccc(F)cc12)c1ccc(NS(=O)(=O)c2cccs2)cc1	-1.9
O=C1CC2CCCN2C=C1I (stereo not drawn)	-0.8
C[C@@H]1CN([C@@H](C)CO)C(=O)Cc2cc(NS(=O)(=O)c3ccccc3)ccc2O[C@H]1CN(C)Cc1ccncc1	-0.4
Cc1ccc(CNC(=O)COC(=O)c2ccc(S(=O)(=O)NCc3ccco3)cc2)cc1	-0.6

Reformatted: results already given.
compound,STK33 kinase inh
O=C(N=Nc1c(O)[nH]c2ccc(F)cc12)c1ccc(NS(=O)(=O)c2cccs2)cc1,-1.9
O=C1CC2CCCN2C=C1I (stereo not drawn),-0.8
C[C@@H]1CN([C@@H](C)CO)C(=O)Cc2cc(NS(=O)(=O)c3ccccc3)ccc2O[C@H]1CN(C)Cc1ccncc1,-0.4

(listing goes on)
SMILES	STK33 kinase inh
COc1cc(NC(=O)COC(=O)c2ccc([N+](=O)[O-])s2)cc(OC)c1OC	-0.7
C[C@@H]1CCCCCCCCC(=O)OCCN(C(=O)OC(C)(C)C)[C@H](C)CCCCCCCCC(=O)OCCN1C(=O)OC(C)(C)C	-1.0
CC(Sc1nnc(N)s1)C(=O)NCc1ccc2c(c1)OCO2 (stereo not drawn)	-0.1
Cc1nc(CC(=O)NNS(=O)(=O)c2cccc(Cl)c2Cl)cs1	-1.2
COc1ccc(NS(=O)(=O)c2cccc(C(=O)NNC(=O)c3ccc(=O)[nH]c3)c2)cc1	-0.5
Cc1ccccc1C(=O)NCC(=O)N1CCN(c2ccccn2)CC1	0.4
COc1cc(C(=O)NCC(c2ccccc2)N(C)C)ccc1OCc1c(C)noc1C (stereo not drawn)	-0.2
CC1CCCCC12NC(=O)N(CC(=O)OCc1cccc(F)c1)C2=O (stereo not drawn)	-1.9
O=C(COC(=O)c1cc(S(=O)(=O)N2CCOCC2)ccc1Cl)NCc1ccccc1	-0.6
COC(=O)c1ccc(COC(=O)C2CC(O)CN2S(=O)(=O)c2ccc([N+](=O)[O-])cc2)cc1 (stereo not drawn)	-1.3
C[C@@H]1CN([C@H](C)CO)C(=O)Cc2cc(NC(=O)Cn3cnnn3)ccc2O[C@@H]1CN(C)Cc1ccc(Cl)c(Cl)c1	-0.7
Cc1cccc(NC(=O)CN(C)C(=O)C2CCCC2)c1C	6.4
O=C(COc1ccc(Br)cc1Cl)NC(=O)NC1CCCC1	0.3
COc1cccc(NC(=O)COC(=O)c2ccccc2C(=O)N(C)c2ccccc2)c1	0.1
C[C@@H](O)CC#Cc1ccc2oc(=O)c(-n3cc(-c4ccsc4)nn3)cc2c1	-0.5
COc1ccc(S(=O)(=O)N2CCOCC2)cc1NS(=O)(=O)c1ccc(F)c(F)c1	-1.6
COc1ccc(CNC(=O)COC(=O)c2ccc(C(=O)c3ccccc3)cc2)cc1	-0.8
C[C@H]1CN([C@@H](C)CO)C(=O)c2cccc(NC(=O)Nc3ccc(C(F)(F)F)cc3)c2O[C@@H]1CN(C)S(=O)(=O)c1ccc(Cl)cc1	-0.4
CC(=O)Nc1ccc(SCCN2CC[C@@H](C)CCC2=O)cc1	-3.3
Cc1ccc(C(=O)NCC(=O)NC2CCC(C)CC2)s1 (stereo not drawn)	0.7
CCCN(CC(=O)NC(=O)NC1CCCCC1)CC(=O)Nc1cc(Cl)ccc1Cl	-1.5
COc1ccccc1C(=O)NC(CCSC)C(=O)Nc1ccc(C)c(S(=O)(=O)N2CCOCC2)c1 (stereo not drawn)	1.1
Cc1ccc(N(CCC(=O)N2CCOCC2)S(=O)(=O)c2ccccc2)cc1	-0.3
O=C(COC(=O)CCS(=O)(=O)c1ccccc1)Nc1ccc(N2CCCCC2)cc1	-0.8
CCN(CC(=O)Nc1ccc(NC(C)=O)cc1)C(=O)c1ccc(=O)n(C)n1	-0.4
Cc1ccc2c(c1)C(=O)C(=O)N2Cc1ccc(Br)cc1	1.6
Cc1cc(Br)ccc1SCC(=O)OCC(=O)Nc1ccc2[nH]c(=O)[nH]c2c1	-1.3
CC(=O)c1ccc(OCCCC(=O)Nc2nnc(C3CC3)s2)cc1	-0.8
O=C(COc1ccc(F)cc1Br)NCC1(N2CCCCC2)CCCCC1	-0.6
Cc1noc(C)c1S(=O)(=O)N(C)C[C@H]1Oc2ccc(NC(=O)Cc3ccccc3)cc2C(=O)N([C@H](C)CO)C[C@@H]1C	-2.4
COc1cc(OC)cc(-c2c(C#Cc3ccsc3)c3cc(-c4cccc5[nH]ccc45)ccc3n2C)c1	-1.4
Cc1ccc(S(=O)(=O)N2CCCCC2)cc1NC(=O)c1ccc(Br)o1	-0.1
CC1CCC2(CC1)NC(=O)N(CC(=O)Nc1ccc3c(c1)OCCCO3)C2=O (stereo not drawn)	-1.6
Cc1noc(C)c1S(=O)(=O)N(C)C[C@H]1Oc2ccc(NC(=O)C3CCCCC3)cc2C(=O)N([C@H](C)CO)C[C@@H]1C	0.3
Cc1ccc(CN2CC(C(=O)NC3CCCC(C)C3C)CC2=O)cc1 (stereo not drawn)	0.0
CC1Cc2ccccc2N1S(=O)(=O)c1cccc(C(=O)N2Cc3ccccc3CC2C(N)=O)c1 (stereo not drawn)	-0.1
COC(=O)C1=C(C)N(Cc2ccccc2)C(=NCc2ccc3c(c2)OCO3)N[C@H]1c1ccccc1	0.1
C[C@@H]1O[C@@H](O[C@@H]2[C@@H](O)[C@H](OCCc3ccc(O)c(O)c3)O[C@H](CO)[C@H]2OC(=O)/C=C/c2ccc(O)c(O)c2)[C@H](O)[C@H](O)[C@H]1O	-0.4
CCN(CC)C(=O)[C@H]1CC(CC(=O)NCCC2=CCCCC2)C(=O)N2CCc3c([nH]c4ccccc34)[C@]12C (stereo partly drawn)	-1.0
Brc1ccccc1-c1ccccc1	-1.0
CN(C)CCSc1nc2cc(S(=O)(=O)N3CCCCC3)ccc2o1	-1.4
NS(=O)(=O)c1ccc(CNC(=O)Cn2nc(C(F)F)cc2C(F)F)cc1	0.2
CN(c1ccc(F)cc1)S(=O)(=O)c1ccc(Cl)c(C(=O)NCc2ccco2)c1	-2.2
O=C1C=C(c2ccc3ccccc3c2)C[C@@H](c2ccc(F)cc2)C1	-4.4
Cc1ccc(C(=O)Nc2ccc3c(c2)OCCO3)cc1S(=O)(=O)N1CCOCC1	-0.3
Cc1ccc(NC(=O)CNc2ccccc2N2CCCC2=O)cc1S(=O)(=O)N1CCCCC1	0.1
CC(=O)N1CCN(C(=O)c2ccccc2NS(=O)(=O)c2ccc(F)cc2)CC1	-0.9
O=c1cc(-c2ccc(O)cc2)oc2c1ccc1ccccc12	-1.6
CC(C(=O)Nc1ccc(C#N)cc1)N(C)CC(=O)N(C)c1c(N)n(Cc2ccccc2)c(=O)[nH]c1=O (stereo not drawn)	-1.1
O=C(COC(=O)c1ccc(O)cc1)NC1CCCCCC1	-1.2
CC(=O)Nc1ccc(C(=O)OCC(=O)N2CCC(Cc3ccccc3)CC2)cc1	-0.4
CCC/C(C#Cc1ccc(N(C)C)cc1)=C1/c2ccccc2C(=O)N1c1ccccc1	0.1
Cc1ccc(NC(=O)CN(C)C(=O)COC(=O)c2ccc(NC(=O)CC#N)cc2)cc1	0.2
CN(C(=O)c1cc2ccccc2o1)c1c(N)n(Cc2ccccc2)c(=O)[nH]c1=O	0.0
CCOc1ccc(OCC(=O)OCC(=O)NCC2CCCO2)cc1 (stereo not drawn)	0.0
O=C(OCCc1cc2ccccc2c(=O)o1)c1ccco1	-0.9
CC1CCCC(NC(=O)COC(=O)c2ccc([N+](=O)[O-])s2)C1C (stereo not drawn)	-1.7
CC(C)[C@H](NC(=O)c1ccccc1)C(=O)OCC(=O)Nc1ccc(S(=O)(=O)N2CCOCC2)cc1	-0.7
COc1ccc(C)cc1-n1nnnc1SC(C)C(=O)NC1CCCC1 (stereo not drawn)	1.0
O=C(CSc1nnc(Nc2ccccc2F)s1)NC1CCS(=O)(=O)C1 (stereo not drawn)	-2.5

Entries from the list above that contain a cyano group (three):
SMILES	STK33 kinase inh
N#Cc1ccccc1Sc1ccccc1C(=O)NCC(c1ccco1)N1CCCCC1 (stereo not drawn)	-0.6
CC(C(=O)Nc1ccc(C#N)cc1)N(C)CC(=O)N(C)c1c(N)n(Cc2ccccc2)c(=O)[nH]c1=O (stereo not drawn)	-1.1
Cc1ccc(NC(=O)CN(C)C(=O)COC(=O)c2ccc(NC(=O)CC#N)cc2)cc1	0.2

(cont.)
SMILES	STK33 kinase inh
CC(OC(=O)c1ccc(Cl)cc1)C(=O)NCC1CCCCC1 (stereo not drawn)	-0.9
O=C(COc1ccccc1[N+](=O)[O-])NCC1(N2CCCCC2)CCCCC1	-1.0
C#CCOCCOCCOCCNc1nc(N2CCN(C(=O)C([C@@H](C)O)n3cc([C@@H](N)CCCCN)nn3)CC2)nc(N2CCN(C(=O)[C@H](CCC(=O)O)n3cc([C@@H](N)CCCCN)nn3)CC2)n1 (stereo partly drawn)	0.1
COc1ccc(N(C)S(=O)(=O)c2cccc(C(=O)Nc3cccc(C(=O)NC4CC4)c3)c2)cc1	0.9
COC(=O)C1CCN(C(=O)COC(=O)CNC(=O)c2ccc(Cl)cc2Cl)CC1	-0.7
COCCN(C(=O)CCN1C(=O)C2CC=CCC2C1=O)c1c(N)n(CC(C)C)c(=O)[nH]c1=O (stereo not drawn)	-0.5
Cc1noc(C)c1COc1ccc(C(=O)N(C)CCOc2ccccc2)cc1	-0.3
O=C(CNC(=O)C1CC(=O)N(c2cccc3ccccc23)C1)Nc1ccccc1Br (stereo not drawn)	0.5
COc1cccc(/C=C/C(=O)OCC(=O)c2ccc(C)c(C)c2)c1OC	-1.7
Cc1cccc(Nc2nnc(SCC(=O)NCC3CCCO3)s2)c1 (stereo not drawn)	-2.0
C[C@H](CO)N1C[C@H](C)[C@@H](CN(C)C(=O)Nc2ccccc2)Oc2c(NC(=O)C3CCCCC3)cccc2C1=O	-1.0
CC(=O)Nc1ccc(NC(=O)COC(=O)c2ccc(S(=O)(=O)NCc3ccco3)cc2)cc1	-0.6
COc1cc(NC(=O)CSCC(=O)N(C)C2CCCCC2)cc(OC)c1	-0.9
Cc1c(Br)cnn1C(C)C(=O)N1CCN(c2ccc(F)cc2)CC1 (stereo not drawn)	5.6
CCCc1cc(=O)[nH]c(SCC(=O)NC(=O)NC2CCCC2)n1	-1.4
CN(C)c1ccc(/C=C2\Oc3ccc(C#Cc4cccc(N)c4)cc3C2=O)cc1	-0.1
O=C(O)COc1ccccc1C=NNC(=O)c1ccccc1NS(=O)(=O)c1cccs1	-1.8
CN(C(=O)CSc1cccc[n+]1[O-])C1CCCCC1	-1.2
Cc1cccc(C(=O)Nc2cc(S(=O)(=O)N3CCOCC3)ccc2N2CCCCC2)c1	0.5
COc1ccc(C(=O)OCC(=O)c2ccc3c(c2)NC(=O)CO3)cc1[N+](=O)[O-]	-0.6

Three of the entries above in order of the STK33 kinase inh value, low to high:
SMILES	STK33 kinase inh
CC(OC(=O)c1ccc(Cl)cc1)C(=O)NCC1CCCCC1 (stereo not drawn)	-0.9
C#CCOCCOCCOCCNc1nc(N2CCN(C(=O)C([C@@H](C)O)n3cc([C@@H](N)CCCCN)nn3)CC2)nc(N2CCN(C(=O)[C@H](CCC(=O)O)n3cc([C@@H](N)CCCCN)nn3)CC2)n1 (stereo partly drawn)	0.1
Cc1c(Br)cnn1C(C)C(=O)N1CCN(c2ccc(F)cc2)CC1 (stereo not drawn)	5.6

More entries:
SMILES	STK33 kinase inh
COc1ccc(C(=O)Nc2cccc(S(=O)(=O)NC3=NCCC3)c2)cc1OC	-0.3
Fc1ccc2cc(-c3ccsc3)ncc2c1	0.5
Cc1cc(NC(=O)CSc2nnc(-c3cccc(F)c3)n2N)no1	-0.1
CC(C)[C@H](NC(=O)c1ccccc1)C(=O)Nc1cccc(S(=O)(=O)N2CCOCC2)c1	0.1
COc1ccc(S(=O)(=O)Nc2ccccc2N2CCOCC2)cc1OC	-0.1
COc1ccccc1N1CCN(C(=O)c2cn(Cc3ccccc3)nc2-c2cccnc2)CC1	0.1
CC(Sc1ccc(S(=O)(=O)N(C)C)cn1)C(=O)NC1CCCC1 (stereo not drawn)	-1.8
CCOc1ccc(CN2C(=O)c3ccccc3C2=O)cc1C(=O)NC1CC(C)(C)NC(C)(C)C1	0.3
COc1cc(-c2noc(C)c2C(=O)NCC[C@@H]2CCCN2C)cc(OC)c1OC	-1.7
Cc1cccc(C(C)C)c1NC(=O)COC(=O)c1cc2ccccc2oc1=O	-1.5

Bioassay records (PubChem BioAssay)
